RNase H inhibition = RNase H inhibition, HIV 1 Gag Pol polyprotein, FRET biochemical assay, screening (AID 372); HIV-1 RT RNase H, FRET RNA/DNA substrate fluorescence; higher % means a stronger effect; one-dose inhibition, % at 10 µM; IC50 in µM for titrated hits; hit rate 0.77% among 100,000; in the data active = inhibition above about 50%
The depositor's hits bear a star. This is a subset; the hit share may differ from the screen's.

Structure	RNase H inhibition
O=C1C(=O)N(Cc2ccccc2)C(c2ccc(Br)cc2)/C1=C(/O)c1ccccc1 (stereo not drawn)	10%
O=C(CCN1C(=O)c2ccccc2C1=O)NC1CCCC1	9%
Cc1c(NC(=S)NC(=O)COc2ccccc2)cccc1-c1nc2ccccc2s1	9%
COc1cccc(/C=N/NC(=O)CSCC(=O)Nc2ccccc2)c1O	0%
COc1ccccc1NC(=O)/C(=C/c1ccc(OC(C)=O)c(OC)c1)NC(C)=O	11%
O=C(N/N=C/c1cn(Cc2ccc(Cl)cc2Cl)c2ccccc12)c1cccnc1	3%
O=C1NC(=Nc2ccc(F)cc2)S/C1=C/c1ccc(-c2ccc([N+](=O)[O-])cc2)o1	51%*
CNc1ccc(/C=N/n2cnnc2)cc1[N+](=O)[O-]	9%
CCCCOC(=O)C1=C(C)NC(=O)NC1c1ccc(C)cc1 (stereo not drawn)	19%
O=[N+]([O-])c1ccccc1N/N=C/c1ccc(OCc2ccccc2)cc1	1%
COc1cc(C2CC(=O)Nc3c2ccc2ccccc32)cc(Cl)c1O (stereo not drawn)	17%
N#Cc1c(/N=C/c2cc(Br)ccc2O)sc2c1CCCC2	8%
CCCCCOC(=O)C1=C(C)NC(=O)NC1c1ccc(Cl)cc1 (stereo not drawn)	24%
CCN(CC)c1ccc(/C=N/NS(C)(=O)=O)cc1	14%
COc1ccc(C2=NN(c3nc(-c4ccc(S(=O)(=O)N5CCCC5)cc4)cs3)C(c3ccc(Cl)cc3Cl)C2)cc1F (stereo not drawn)	2%
Cc1cccc(C(=O)NNC(=O)COc2ccccc2Cl)c1O	14%
COc1ccc(S(=O)(=O)N2CCN(Cc3cccn3C)CC2)cc1	6%
Cc1ccc(-n2nc3cc(C)c(NC(=O)c4ccccc4Br)cc3n2)cc1	4%
COc1cccc(C2C(C(=O)OC3CCCCC3)=C(C)NC3=C2C(=O)CC(C)(C)C3)c1 (stereo not drawn)	15%
CCCN1c2ccccc2C(=C2SC(C(=O)OC)=C(C(=O)OC)S2)C(=S)C1(C)C	12%
O=[N+]([O-])c1ccc(S(=O)(=O)N/N=C/c2ccco2)cc1	0%
CC(=O)c1ccc(NCCC(=O)c2cccs2)cc1	8%
O=C(/C=C/c1ccc2c(c1)OCO2)c1cccc(Br)c1	29%
O=C(CN(c1ccccc1F)S(=O)(=O)c1ccccc1)Nc1ccc(F)cc1	3%
O=C(Nc1ccccc1)ON=C(c1ccccc1)c1ccccc1	7%
COc1cc(NC(=O)c2nn3c(C(F)(F)F)cc(-c4cccs4)nc3c2Cl)c(OC)cc1Cl	11%
CC(C)Oc1ccc(C2CC(=O)N(c3cccc(/C=C/C(=O)O)c3)C2=O)cc1 (stereo not drawn)	0%
COc1cccc(NC(=O)c2ccc(Cl)cc2)c1	0%
NC(=O)c1cc(NC(=O)c2ccc([N+](=O)[O-])cc2)ccc1Cl	2%
Cc1ccc(C(CC(=O)c2cccs2)C(C#N)C#N)c(C)c1 (stereo not drawn)	0%
Cn1c(SCc2ccccc2)nnc1-c1cccc(NC(=O)c2ccccc2F)c1	12%
COc1ccc(NC(=O)c2sc3cc(C)ccc3c2Cl)cc1	11%
Cc1ccc(OCC(O)CNC(C)C)cc1C (stereo not drawn)	1%
O=C(Nc1ccccn1)c1cc(-c2ccc(Cl)c(Cl)c2)nc2ccccc12	0%
Cc1ccc(C2/C(=C(/O)c3ccc(Cl)cc3)C(=O)C(=O)N2C)cc1 (stereo not drawn)	6%
CC(C)(OC(=O)c1ccccc1)C1Cc2cc3ccc(=O)oc3cc2O1 (stereo not drawn)	0%
O=C1CC(NC2CCCCC2)C(=O)N1c1ccc(Br)cc1 (stereo not drawn)	4%
Cc1ccc(NC(=O)CSc2ncn[nH]2)cc1	4%
COC(=O)CNC(=O)c1c(-c2c(Cl)cccc2Cl)noc1C	0%
CCC(C)c1ccc(OCCOc2c(I)cc(/C=N/n3cnnc3)cc2OC)cc1 (stereo not drawn)	14%
CCc1ccc(NC(=O)C2CC(=O)N(c3ccccc3)C2)cc1 (stereo not drawn)	0%
Cc1ccc(C(=O)/C=C/c2ccccc2OCc2ccccc2)cc1	11%
CN(C)c1ccc(/C=N/NC(=O)c2cc(-c3ccc4ccccc4c3)n[nH]2)cc1	14%
CCOc1cc(C2C(C(=O)OC(C)CC)=C(C)NC3=C2C(=O)CC(c2ccc(OC)cc2)C3)ccc1O (stereo not drawn)	0%
C#CCSc1nc(N)c(C#N)c(-c2ccc(O)cc2)c1C#N	29%
O=C1NC(=O)C(=Cc2ccc(OCc3ccccc3F)cc2)C(=O)N1	12%
Cc1cccc(OCc2n[nH]c(=S)n2-c2ccccc2)c1	0%
CCc1ccc(C(c2ccccc2)C2([N+](=O)[O-])C(=O)c3ccccc3C2=O)cc1 (stereo not drawn)	6%
COc1cc(OC)c(OC)cc1CN1CCN(Cc2cc(Br)ccc2O)CC1	6%
COc1ccc2nc(SCC(=O)Nc3cccc(C(F)(F)F)c3)[nH]c2c1	18%

Next part.
Structure	RNase H inhibition
COc1ccc(OC)c(/C=N/N=C2\SCC(=O)N2Cc2ccco2)c1	26%
COc1ccc(N2C(=O)NC(=O)/C(=C/c3cc(Cl)c(O)c(OC)c3)C2=O)cc1	17%
O=C(O)CCCCCN1C(=O)C(=O)/C(=C(/O)c2ccc(F)cc2)C1c1ccc([N+](=O)[O-])cc1 (stereo not drawn)	2%
Cc1c(Cl)cccc1NC(=O)C(=O)NCCCN1CCOCC1	0%
Cc1ccc(-c2ccc(C=C3C(=O)NC(=O)NC3=O)o2)c([N+](=O)[O-])c1	14%
Nc1c(C(=O)c2ccccc2)c(-c2ccccc2)nc2nonc12	0%
O=C(N/N=C/c1ccc(I)cc1)c1cccc(Cl)c1	0%
CCOc1ccc2c(c1)NC(C)(C)c1ssc(=Nc3ccccc3)c1-2	14%
CCN(CC)CCN1C(=O)C(O)=C(C(=O)/C=C/c2ccccc2)C1c1ccccc1F (stereo not drawn)	15%
Cc1ccc(C(C)C)c(OCc2nnc(NC(=O)Nc3ccc(Cl)cc3Cl)s2)c1	0%
CC(=O)C1=C(C)NC(SCC(=O)c2ccc(Cl)cc2)=C(C#N)C1c1cccs1 (stereo not drawn)	31%
Cc1ccc(S(=O)(=O)NC(Cc2ccccc2)C(=O)Nc2nccs2)cc1 (stereo not drawn)	14%
Cc1ccc(C(=O)Nc2ccccc2Cl)cc1	1%
O=C(O)c1ccc(C(=O)c2ccc3c(c2)C(=O)N(CC2CCCO2)C3=O)cc1 (stereo not drawn)	8%
O=C(Nc1ccccc1)c1ccccc1N=Cc1cccc2ccccc12	7%
CCc1ccc(S(=O)(=O)Nc2c(C)cc(C)cc2C)cc1	31%
O=C1C2C(c3ccc(Cl)cc3)OC3(C(=O)c4ccccc4C3=O)C2C(=O)N1C1CCCCC1 (stereo not drawn)	0%
COc1ccc(C2=C(Nc3cccc([N+](=O)[O-])c3)c3ccccc3C2=O)cc1	14%
C/C(=N/NC(=O)c1ccccc1N)c1ccc(Br)cc1	0%
Cc1ccc(/C=C2/SC(=S)N(CCC(=O)Nc3cccc(C(F)(F)F)c3)C2=O)cc1	46%
CC(C)OC(=O)c1ccc(NC(=O)COc2ccccc2[N+](=O)[O-])cc1	27%
COc1ccc(C(=O)NC(=S)Nc2cccc(NC(=O)c3ccccc3Cl)c2)cc1[N+](=O)[O-]	17%
COc1ccc(N2C(=O)/C(=C\c3ccc(-c4cccc(C(F)(F)F)c4)o3)SC2=S)cc1	10%
COC(=O)c1ccccc1NS(=O)(=O)c1ccc(Cl)cc1	12%
CCOc1ccc2sc(C=NC(C)C)c(O)c2c1	3%
Cc1cnn(-c2nc(-c3ccccc3)cc(-c3ccccc3)n2)c1	15%
COc1cc2c(-c3ccc(N(C)C)cc3)nc3c(c(C)nn3-c3ccccc3)c2cc1OC	23%
COc1ccccc1C1CC(c2ccc(Cl)cc2)=NN1c1ccc(Cl)c(Cl)c1 (stereo not drawn)	11%
Cn1c(O)c(N=NC(=O)c2cccc(O)c2)c2cc(Br)ccc21	5%
C=C(C)CN1C(=O)c2ccccc2C1=O	7%
CCN1C(=O)c2cccc3c(NC(=O)c4ccc(Cl)s4)ccc1c23	6%
COc1cc(C(=S)N2CCCCC2)ccc1O	0%
COC(=O)c1ccccc1NC(=O)COc1cccc(C)c1C	14%
CCN(CC)C(=O)CSc1nc(O)c(Cc2ccc(OC)cc2)c(=O)[nH]1	1%
CC(=O)Nc1ccc(S(=O)(=O)Nc2ccc(Cl)c(Cl)c2)cc1	12%
N#C/C(=C/c1ccc(-c2cc([N+](=O)[O-])ccc2Cl)o1)C(=O)Nc1ccc(Cl)cc1	8%
Brc1ccc(-c2nc(N/N=C/c3cccnc3)cc(-c3ccccc3)n2)cc1	10%
COC(=O)C1=C(C)NC(=O)NC1c1cccc(I)c1 (stereo not drawn)	11%
CCOC(=O)COc1ccccc1/C=C1\C(=O)NC(=O)N(c2ccc(Br)c(C)c2)C1=O	0%
CCOc1ccc(S(=O)(=O)NCc2ccccc2Cl)c2ccccc12	28%

Molecules above with a furan ring, fused or not, in the order listed:
Structure	RNase H inhibition
O=C1NC(=Nc2ccc(F)cc2)S/C1=C/c1ccc(-c2ccc([N+](=O)[O-])cc2)o1	51%*
O=[N+]([O-])c1ccc(S(=O)(=O)N/N=C/c2ccco2)cc1	0%
COc1ccc(OC)c(/C=N/N=C2\SCC(=O)N2Cc2ccco2)c1	26%
Cc1ccc(-c2ccc(C=C3C(=O)NC(=O)NC3=O)o2)c([N+](=O)[O-])c1	14%
COc1ccc(N2C(=O)/C(=C\c3ccc(-c4cccc(C(F)(F)F)c4)o3)SC2=S)cc1	10%
N#C/C(=C/c1ccc(-c2cc([N+](=O)[O-])ccc2Cl)o1)C(=O)Nc1ccc(Cl)cc1	8%

(listing goes on)
Structure	RNase H inhibition
Cc1cc(C)c(C(=O)Nc2c(Cl)cccc2Cl)c(C)c1	0%
CCOc1ccc(S(=O)(=O)N(CC(=O)Nc2cc(C)cc(C)c2)c2ccc(C)cc2)cc1	10%
C=CCN1C(=O)NC(=O)/C(=C/c2ccc(OCc3ccccc3[N+](=O)[O-])c(OC)c2)C1=O	0%
Cc1ccc(C(=O)N2CCCCC2)cc1C	5%
COc1ccccc1CNC(=O)c1cccc([N+](=O)[O-])c1	16%
Cc1cccc(COc2ccc(Br)cc2/C=C(/C#N)C(=O)NC(C)C)c1	6%
O=[N+]([O-])c1ccc(Cl)cc1NC(c1ccccc1)c1ccccc1	12%
COc1ccc(/C=C2/SC(=O)N(c3ccccc3)C2=O)cc1	9%
Brc1ccc(-c2nnc(-c3ccccc3)o2)cc1	3%
CCOc1ccc(-n2nc3ccc(NC(=O)c4ccc([N+](=O)[O-])cc4Cl)cc3n2)cc1	13%
O=[N+]([O-])c1ccc(N2CCCC2)cc1SCCO	17%
CC(=O)Nc1cc(C(N)=O)cc(C(N)=O)c1	7%
CC(C)OCC(O)CSCc1ccccc1 (stereo not drawn)	0%
COc1ccc(/C=C2\SC(=S)N(C(C(=O)O)C(C)C)C2=O)c(OC)c1 (stereo not drawn)	7%
COC(=O)c1c(NC(=O)c2c(Cl)cccc2Cl)sc2c1CCCC2	11%
C/C(=N\NS(=O)(=O)c1ccccc1)c1cccc(I)c1	4%
O=C(/C=C/c1ccc(Cl)c(Cl)c1)N1CCN(Cc2ccccc2)CC1	7%
O=C(O)c1ccccc1/C=C1\SC(=S)N(Cc2ccccc2)C1=O	12%
O=C(COc1ccc(Cl)cc1Cl)NC1CCCC1	2%
O=C(c1ccc(Cl)cc1)N1CCN(c2ccccn2)CC1	8%
CCN(CC)c1ccc(/C=C2\C(=O)NC(=O)N(C)C2=O)cc1	18%
Cc1ccc(NC(=O)CCC(=O)NCc2ccccc2)cc1C	0%
O=C(N/N=C/c1ccc(O)c(O)c1O)c1ccc(Cl)cc1Cl	61%*
NC(=O)c1nn2c(c1Cl)NC(c1cccs1)CC2C(F)(F)F (stereo not drawn)	1%
O=C(Nc1ccc(Cc2ccncc2)cc1)c1ccc(Br)o1	2%
Cc1cccnc1NC(=O)Nc1ccccc1	16%
O=C(COc1ccc(Br)cc1)Nc1ccc(-c2nc3ccccc3o2)cc1	17%
CCNc1nc(NS(=O)(=O)c2ccc(C)cc2)nc(SC)n1	20%
CCOC(=O)c1c(NC(=O)c2ccccc2)sc2c1CCN(Cc1ccccc1)C2	27%
N#CC1=C(N)NC(SCC(=O)c2ccc(Cl)cc2)=C(C#N)C12CCCCC2	8%

Some of these compounds in order of number of heavy atoms, ascending.
Structure	RNase H inhibition
COc1cccc(NC(=O)c2ccc(Cl)cc2)c1	0%
COC(=O)c1ccccc1NC(=O)COc1cccc(C)c1C	14%
COc1ccc(N2C(=O)NC(=O)/C(=C/c3cc(Cl)c(O)c(OC)c3)C2=O)cc1	17%

Continuation.
Structure	RNase H inhibition
CCOC(=O)c1[nH]c(C)c(C(=O)C(C)CC)c1C (stereo not drawn)	0%
COC(=O)C1=CN(CC2CCCO2)C=C(C(=O)OC)C1c1ccc(F)cc1 (stereo not drawn)	0%
OCC(O)COC(c1ccccc1)(c1ccccc1)c1ccccc1 (stereo not drawn)	8%
COc1cccc(C(=O)NCc2ccccc2OC)c1	2%
COc1cc2ccccc2cc1C(=O)NC(=S)Nc1ccc(Cl)c(Cl)c1	16%
N#Cc1ccccc1COc1ccc(C=C2C(=O)c3ccccc3C2=O)cc1	29%
Cc1ccccc1-c1nc2cc(N=C/C=C/c3ccc(Cl)cc3)ccc2o1	13%
Cc1ccc2oc(-c3cc(NC(=O)/C=C/c4cccc([N+](=O)[O-])c4)ccc3O)nc2c1	17%
CC(=O)Nc1ccccc1NC(=O)COc1ccc(C)cc1Br	11%

High-throughput results from PubChem.
